Vif imaging: blocks HIV Vif function; HEK293T cells, Vif self-association by quenched fluorescence, imaging, 24 h; inhibition, % at 7.49 µM; actives 0.35% (n = 340,000); AID 602346; in the data active = inhibition above about 50%, passing the limit was not always enough; also: some results filed as inactive read as strong as hits
NCOA1 inh: inhibitors of human steroid receptor coactivator 1 (SRC1) | inhibition, % at 3.6 µM | AID 588354 | actives 0.12% (n = 360,000) | Q15788 | HEK293 GAL4-SRC1 luciferase reporter, luminescence;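 active = inhibition above the campaign mean plus 3 SD, with each screening campaign given its own cutoff, cut at about 60% in these data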;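 also: 0% = DMSO treated cells and 100% = gossypol at 36 µM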
C8 TRAIL sens: caspase-8 TRAIL sensitization. actives 1% (n = 360,000). NB7+C8 cells + TRAIL, ATPlite viability luminescence. inhibition (viability loss, TRAIL sensitization), % at 10 µM;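 active = compounds causing at least 50% loss of cell viability in the single-dose screen, relative to plate controls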
TLR9-MyD88 inh: blocks human TLR9 binding to MyD88. Q9NR96+Q99836. inhibition, % at 4.98 µM. actives 0.21% (n = 340,000). CHO BLA complementation TLR9-MyD88, CCF4 FRET ratio;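 active = inhibition above the mean over all tested compounds plus 3 SD, cut at about 21% in these data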;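 also: 0% = DMSO only wells and 100% = clavulanate BLA inhibitor control wells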
SRC3 inh: human NCOA3 inhibition. inhibition, % at 3.6 µM. Q9Y6Q9. HEK293 GAL4-SRC3 luciferase reporter, luminescence. actives 0.17% (n = 360,000);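 active = inhibition above a per-campaign cutoff, the mean of all compounds plus 3 SD, cut at about 60% in these data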;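 also: 0% = DMSO-treated cells and 100% = gossypol-treated cells at 36 µM; higher means less SRC3-driven luciferase light from the GAL4 reporter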
NR2F2 inh: inhibitors of human COUP-TFII (NR2F2); HEK293T NGFI-A luciferase reporter, luminescence; actives 0.7% (n = 370,000); inhibition, % at 8.6 µM; AID 686940; P24468;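 active = inhibition above a per-plate cutoff, mean inhibition of test wells between control levels plus 3 SD, cut at about 38% in these data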;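 also: cells cotransfected with COUP-TFII expression vector driving the NGFI-A reporter; 0% = median of COUP-TF2 test wells and 100% = reporter-only cells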
Target sequence (P24468 whole entry, looked up): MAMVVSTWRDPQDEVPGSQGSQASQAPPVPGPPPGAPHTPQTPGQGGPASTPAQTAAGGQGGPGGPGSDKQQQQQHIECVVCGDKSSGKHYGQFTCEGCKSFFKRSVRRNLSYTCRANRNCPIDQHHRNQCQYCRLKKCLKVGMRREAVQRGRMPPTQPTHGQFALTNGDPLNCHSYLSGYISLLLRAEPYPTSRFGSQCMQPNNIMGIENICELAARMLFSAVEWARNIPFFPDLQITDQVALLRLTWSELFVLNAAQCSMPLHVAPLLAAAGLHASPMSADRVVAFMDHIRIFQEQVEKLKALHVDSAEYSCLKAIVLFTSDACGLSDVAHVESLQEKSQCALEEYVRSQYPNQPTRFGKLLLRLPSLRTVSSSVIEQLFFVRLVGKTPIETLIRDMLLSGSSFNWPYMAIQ
NOD2-RIPK2 inh: blocks binding of human NOD2 to RIPK2 | CHO BLA complementation NOD2-RIPK2, CCF4 ratio | inhibition, % at 4.98 µM | actives 0.38% (n = 360,000); in the data active = inhibition above about 21%;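 also: 0% = vehicle only and 100% = reference blocker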
Target sequence (O43353 whole entry, looked up): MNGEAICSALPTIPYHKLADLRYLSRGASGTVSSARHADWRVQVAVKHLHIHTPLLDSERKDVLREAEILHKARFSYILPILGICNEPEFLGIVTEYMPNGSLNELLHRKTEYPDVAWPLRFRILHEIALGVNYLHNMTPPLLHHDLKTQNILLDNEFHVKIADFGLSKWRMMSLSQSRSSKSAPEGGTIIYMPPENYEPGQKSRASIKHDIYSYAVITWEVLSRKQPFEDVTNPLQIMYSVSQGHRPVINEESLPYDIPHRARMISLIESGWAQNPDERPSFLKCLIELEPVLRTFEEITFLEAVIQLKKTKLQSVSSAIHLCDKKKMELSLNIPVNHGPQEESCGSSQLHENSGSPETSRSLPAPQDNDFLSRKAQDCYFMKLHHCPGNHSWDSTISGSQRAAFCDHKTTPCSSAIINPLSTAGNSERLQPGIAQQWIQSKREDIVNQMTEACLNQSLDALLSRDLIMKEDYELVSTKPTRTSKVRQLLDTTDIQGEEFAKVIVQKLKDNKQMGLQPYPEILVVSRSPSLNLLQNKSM
EBV LMP1 NFkB: Epstein-Barr LMP1 NF-kappaB reporter inhibition | inhibition, % at 12.5 µM | LMP1-induced NF-kappaB luciferase reporter cells, luminescence | actives 0.69% (n = 350,000); in the data active = inhibition above about 41%;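 also: 0% = neutral control wells and 100% = reference inhibitor control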
TROY signal inh: inhibitors of TROY-dependent NF-kB signaling; actives 0.98% (n = 360,000); inhibition, % at 10 µM; Q293 LMP1-TROYcd NF-kB luciferase reporter, 4 h;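 active = compounds whose plate-normalised and pattern-corrected inhibition of the luciferase reporter signal at the single screening dose is 50% or more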
LRH-1 inv ag: suppresses constitutive activity of human LRH-1; O00482; HEK293T StAR-luciferase reporter, LRH-1 transfected, 24 h; inhibition, % at 3.6 µM; actives 0.13% (n = 360,000); AID 602396;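 active = inhibition above the mean inhibition of all tested compounds plus 3 SD, cut at about 73% in these data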;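 also: 0% = DMSO wells and 100% = reporter-only cells lacking LRH-1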
SRC2 inh: inhibits human steroid receptor coactivator 2. Q15596. HEK293 GAL4-SRC2 luciferase reporter, luminescence. inhibition, % at 9 µM. actives 0.17% (n = 370,000). AID 651957;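 active = inhibition above the mean inhibition of all tested compounds plus 3 SD, set per campaign, cut at about 52% in these data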;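 also: 0% = DMSO treated cells and 100% = cells given Gossypol at 36 µM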
* hit, by the source's call. This is a subset, so the mix of outcomes need not match the whole.

For C=CCn1c(C#N)c(N)sc1=N the results were Vif imaging 5, NCOA1 inh -1, C8 TRAIL sens -7, TLR9-MyD88 inh 0, SRC3 inh -2, NR2F2 inh 4, NOD2-RIPK2 inh 4, EBV LMP1 NFkB -4, TROY signal inh -1, LRH-1 inv ag 7 and SRC2 inh -13.
`CCOC(=O)c1cccc(OC(=O)CCNC(=O)c2ccc(Cl)cc2)c1` gave Vif imaging 12, NCOA1 inh -7, C8 TRAIL sens 10, TLR9-MyD88 inh -1, SRC3 inh 8, NR2F2 inh -4, NOD2-RIPK2 inh 6, EBV LMP1 NFkB 3, TROY signal inh -25, LRH-1 inv ag 6 and SRC2 inh -15.
Screening O=C(NNC(=O)c1cccnc1)Nc1cccc(Cl)c1Cl returned Vif imaging -8, NCOA1 inh 4, C8 TRAIL sens -4, TLR9-MyD88 inh -4, SRC3 inh 15, NR2F2 inh 6, NOD2-RIPK2 inh 0, EBV LMP1 NFkB 2, TROY signal inh 2, LRH-1 inv ag 0 and SRC2 inh 6.
`CC1CC(=S)Nc2ccccc2S1` (centres undefined) gave Vif imaging 1, NCOA1 inh 4, C8 TRAIL sens -11, TLR9-MyD88 inh 9, SRC3 inh 12, NR2F2 inh -8, NOD2-RIPK2 inh -5, EBV LMP1 NFkB 1, TROY signal inh 5, LRH-1 inv ag 12 and SRC2 inh 3.
For C=CCSc1nc2c(c(=O)[nH]c(=O)n2C)n1Cc1ccc(C)cc1 the results were Vif imaging -5, NCOA1 inh -5, C8 TRAIL sens -6, TLR9-MyD88 inh 3, SRC3 inh -5, NR2F2 inh 9, NOD2-RIPK2 inh 0, EBV LMP1 NFkB 4, TROY signal inh 3, LRH-1 inv ag -8 and SRC2 inh 5.
CC(C)[C@H](NC(=O)C1CCN(S(=O)(=O)c2ccccc2)CC1)C(=O)NCc1ccccc1 was read as Vif imaging -2, NCOA1 inh -21, C8 TRAIL sens 22, TLR9-MyD88 inh 0, SRC3 inh -8, NR2F2 inh -2, NOD2-RIPK2 inh -3, EBV LMP1 NFkB -2, TROY signal inh -12, LRH-1 inv ag 9 and SRC2 inh 6.
For O=C(Cc1cccs1)Nc1ccc(S(=O)(=O)N2CCCCC2)cc1 the results were Vif imaging 5, NCOA1 inh 14, C8 TRAIL sens -4, TLR9-MyD88 inh -9, SRC3 inh 4, NR2F2 inh 13, NOD2-RIPK2 inh 0, EBV LMP1 NFkB -2, TROY signal inh 5, LRH-1 inv ag 14 and SRC2 inh 5.
Screening CCC(C(=O)OCC(=O)N(CC)c1c(N)n(Cc2ccccc2)c(=O)[nH]c1=O)c1ccccc1 (centres undefined) returned Vif imaging -3, NCOA1 inh -1, C8 TRAIL sens 5, TLR9-MyD88 inh -5, SRC3 inh 21, NR2F2 inh 16, NOD2-RIPK2 inh -4, EBV LMP1 NFkB 6, TROY signal inh 25, LRH-1 inv ag 5 and SRC2 inh -11.
For O=C(Nc1ccc(N2CCN(c3ncccc3C(F)(F)F)CC2)nc1)c1cccs1 the results were Vif imaging -18, NCOA1 inh 24, C8 TRAIL sens 34, TLR9-MyD88 inh -4, SRC3 inh 35, NR2F2 inh 52*, NOD2-RIPK2 inh 6, EBV LMP1 NFkB 5, TROY signal inh 82*, LRH-1 inv ag 17 and SRC2 inh 4.
`CCN(CC)S(=O)(=O)c1cc(NC(=O)[C@@H](NC(N)=O)C(C)C)ccc1C` gave Vif imaging -1, NCOA1 inh 16, C8 TRAIL sens 11, TLR9-MyD88 inh 1, SRC3 inh 7, NR2F2 inh 5, NOD2-RIPK2 inh -7, EBV LMP1 NFkB -1, TROY signal inh -18, LRH-1 inv ag -6 and SRC2 inh 6.
For O=c1[nH]c(C2CCCN(S(=O)(=O)c3ccccc3)C2)nc2c1nnn2Cc1ccccc1Br (centres undefined) the results were Vif imaging -3, NCOA1 inh -14, C8 TRAIL sens -18, TLR9-MyD88 inh -7, SRC3 inh -30, NR2F2 inh 11, NOD2-RIPK2 inh -5, EBV LMP1 NFkB -17, TROY signal inh -3, LRH-1 inv ag 2 and SRC2 inh 0.
Screening Cc1ccc(N2C(=O)N(CC(=O)N3CCOCC3)C(=O)C2C)cc1 (centres undefined) returned Vif imaging -1, NCOA1 inh -20, C8 TRAIL sens 5, TLR9-MyD88 inh -1, SRC3 inh 10, NR2F2 inh 9, NOD2-RIPK2 inh 5, EBV LMP1 NFkB 0, TROY signal inh -4, LRH-1 inv ag -16 and SRC2 inh 11.
Screening O=C(NC(Cc1ccccc1)C(=O)O)c1ccco1 (centres undefined) returned Vif imaging -6, NCOA1 inh 4, C8 TRAIL sens -1, TLR9-MyD88 inh 2, SRC3 inh -7, NR2F2 inh -14, NOD2-RIPK2 inh 1, EBV LMP1 NFkB 0, TROY signal inh -6, LRH-1 inv ag -10 and SRC2 inh 2.
Screening CCOc1ccc(S(=O)(=O)N2CCCC(C(=O)Nc3ccccc3)C2)cc1 (centres undefined) returned Vif imaging 2, NCOA1 inh -14, C8 TRAIL sens -8, TLR9-MyD88 inh -2, SRC3 inh -15, NR2F2 inh 4, NOD2-RIPK2 inh -2, EBV LMP1 NFkB -3, TROY signal inh 2, LRH-1 inv ag -1 and SRC2 inh 8.
Screening O=Cc1ccc(-c2ccc(Cl)cc2Cl)[nH]1 returned Vif imaging -8, NCOA1 inh -34, C8 TRAIL sens -3, TLR9-MyD88 inh 0, SRC3 inh -7, NR2F2 inh 1, NOD2-RIPK2 inh -11, EBV LMP1 NFkB 14, TROY signal inh -47, LRH-1 inv ag -4 and SRC2 inh -5.
Screening CCOCCCn1c(SCC(=O)Nc2cccc(S(=O)(=O)NC3=NCCCCC3)c2)nc2ccccc2c1=O returned Vif imaging -3, NCOA1 inh 9, C8 TRAIL sens -4, TLR9-MyD88 inh 0, SRC3 inh 1, NR2F2 inh -4, NOD2-RIPK2 inh 10, EBV LMP1 NFkB 8, TROY signal inh 14, LRH-1 inv ag -1 and SRC2 inh 18.
Cc1ccccc1OCC(=O)Nc1ccc(N2CCN(C)CC2)c(Cl)c1 was read as Vif imaging 7, NCOA1 inh -51, C8 TRAIL sens 29, TLR9-MyD88 inh -9, SRC3 inh -48, NR2F2 inh -32, NOD2-RIPK2 inh -8, EBV LMP1 NFkB -25, TROY signal inh -32, LRH-1 inv ag -59 and SRC2 inh -50.
Screening O=C(Nc1ccc(N2CCOCC2)cc1)c1ccc2nc(-c3ccco3)c(-c3ccco3)nc2c1 returned Vif imaging -2, NCOA1 inh 7, C8 TRAIL sens 9, TLR9-MyD88 inh -5, SRC3 inh 21, NR2F2 inh 9, NOD2-RIPK2 inh -8, EBV LMP1 NFkB -7, TROY signal inh 2, LRH-1 inv ag -15 and SRC2 inh 10.
For COC(=O)C1CN(C(=O)C(C)Oc2ccc(C(C)C)cc2)c2ccccc2O1 (centres undefined) the results were Vif imaging -2, NCOA1 inh 5, C8 TRAIL sens -12, TLR9-MyD88 inh -6, SRC3 inh -6, NR2F2 inh 7, NOD2-RIPK2 inh -6, EBV LMP1 NFkB 1, TROY signal inh -2, LRH-1 inv ag 3 and SRC2 inh 1.
`Cc1cc(C)n(CCC(=O)N=Nc2c(O)[nH]c3ccccc23)n1` gave Vif imaging 1, NCOA1 inh 6, C8 TRAIL sens -6, TLR9-MyD88 inh 0, SRC3 inh -1, NR2F2 inh -2, NOD2-RIPK2 inh 1, EBV LMP1 NFkB -7, TROY signal inh 4, LRH-1 inv ag -23 and SRC2 inh 22.

Brought forward from above: 2 entries, then new ones.
For COC(=O)C1CN(C(=O)C(C)Oc2ccc(C(C)C)cc2)c2ccccc2O1 (centres undefined) the results were Vif imaging -2, NCOA1 inh 5, C8 TRAIL sens -12, TLR9-MyD88 inh -6, SRC3 inh -6, NR2F2 inh 7, NOD2-RIPK2 inh -6, EBV LMP1 NFkB 1, TROY signal inh -2, LRH-1 inv ag 3 and SRC2 inh 1.
`Cc1cc(C)n(CCC(=O)N=Nc2c(O)[nH]c3ccccc23)n1` gave Vif imaging 1, NCOA1 inh 6, C8 TRAIL sens -6, TLR9-MyD88 inh 0, SRC3 inh -1, NR2F2 inh -2, NOD2-RIPK2 inh 1, EBV LMP1 NFkB -7, TROY signal inh 4, LRH-1 inv ag -23 and SRC2 inh 22.
O=C(C1=C[C@@H](c2csc3ccccc23)C[C@@H](OCc2ccc(CO)cc2)O1)N1CCOCC1 was read as Vif imaging -1, NCOA1 inh 2, C8 TRAIL sens -15, TLR9-MyD88 inh 2, SRC3 inh 0, NR2F2 inh 9, NOD2-RIPK2 inh 2, EBV LMP1 NFkB -3, TROY signal inh 15, LRH-1 inv ag 16 and SRC2 inh 5.
Screening O=C(COc1ccc2c3c(c(=O)oc2c1)CCC3)NCc1cccnc1 returned Vif imaging 11, NCOA1 inh -11, C8 TRAIL sens -10, TLR9-MyD88 inh -2, SRC3 inh 7, NR2F2 inh 6, NOD2-RIPK2 inh 2, EBV LMP1 NFkB 0, TROY signal inh 0, LRH-1 inv ag 28 and SRC2 inh 10.
CCOc1ccccc1OCC(=O)OCC(=O)Nc1ncc(Cl)cc1Cl was read as Vif imaging -11, NCOA1 inh 4, C8 TRAIL sens -1, TLR9-MyD88 inh 2, SRC3 inh -7, NR2F2 inh -6, NOD2-RIPK2 inh -6, EBV LMP1 NFkB -4, TROY signal inh 23, LRH-1 inv ag -8 and SRC2 inh -4.
`COc1ccc(CCNC(=O)C2CCN(S(=O)(=O)c3ccc(C)cc3)CC2)cc1OC` gave Vif imaging 3, NCOA1 inh 10, C8 TRAIL sens 11, TLR9-MyD88 inh 7, SRC3 inh 6, NR2F2 inh 11, NOD2-RIPK2 inh -4, EBV LMP1 NFkB 0, TROY signal inh 2, LRH-1 inv ag 2 and SRC2 inh 11.
`Cc1ccccc1/C=N/Nc1ccnc2cc(Cl)ccc12` gave Vif imaging 0, NCOA1 inh -10, C8 TRAIL sens 29, TLR9-MyD88 inh 7, SRC3 inh 0, NR2F2 inh 12, NOD2-RIPK2 inh -7, EBV LMP1 NFkB -38, TROY signal inh -5, LRH-1 inv ag -26 and SRC2 inh -27.
For CS(=O)(=O)N(Cc1ccc(Cl)cc1)c1ccc(C(=O)NCCSc2ccccn2)cc1 the results were Vif imaging 0, NCOA1 inh 20, C8 TRAIL sens 9, TLR9-MyD88 inh -4, SRC3 inh 16, NR2F2 inh 5, NOD2-RIPK2 inh 4, EBV LMP1 NFkB 3, TROY signal inh 19, LRH-1 inv ag 22 and SRC2 inh 18.
For O=C1c2ccccc2C(c2nnnn2-c2ccc3c(c2)OCCO3)N1Cc1ccccc1 (centres undefined) the results were C8 TRAIL sens 8, NR2F2 inh -4, NOD2-RIPK2 inh -4, TROY signal inh 14, LRH-1 inv ag -15 and SRC2 inh -7.
`Cn1c(=O)oc2cc(S(=O)(=O)Nc3cccc([N+](=O)[O-])c3)ccc21` gave Vif imaging 9, NCOA1 inh 1, C8 TRAIL sens -24, TLR9-MyD88 inh 7, SRC3 inh -3, NR2F2 inh 18, NOD2-RIPK2 inh 6, EBV LMP1 NFkB 0, TROY signal inh -10, LRH-1 inv ag 4 and SRC2 inh 1.
Screening C=CC(C)(C)c1[nH]cnc1/C=C1\NC(=O)C(C(C)C)NC1=O (centres undefined) returned Vif imaging 1, NCOA1 inh -22, C8 TRAIL sens 4, TLR9-MyD88 inh 6, SRC3 inh 13, NR2F2 inh -12, NOD2-RIPK2 inh -8, EBV LMP1 NFkB -9, TROY signal inh -2, LRH-1 inv ag 11 and SRC2 inh 2.

Bioassay records as filed in PubChem BioAssay.
